From PubChem BioAssay
MEP2-GFP yeast: modulators of MEP2-GFP levels in yeast, primary screen, S. cerevisiae, multiplex flow cytometry, MLPCN library; S. cerevisiae MEP2-GFP strain, 3 h; 100% = DMSO control level; AID 2016, 2009; GFP response vs DMSO, % at 10 µM; 330,000 tested, 0.51% active;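 active means GFP response versus DMSO above a set limit, roughly screen mean plus 3 SD, cut at about 180% in these data; inconclusive means fewer than 70 cells counted for a yeast strain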;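 further: median GFP fluorescence of the barcode-gated MEP2-GFP cells per well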
LAP4-GFP MLPCN: modulators of LAP4-GFP expression in yeast, primary screen, S. cerevisiae, multiplex flow cytometry, MLPCN library; 320,000 tested, 0.34% active; 3 h; median GFP as percent of DMSO wells; AID 2023, 2009; GFP response vs DMSO, % at 10 µM;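 active means GFP response vs DMSO above a set limit, about the screen mean plus 3 SD, cut at about 150% in these data; inconclusive means under 70 cell events counted for the yeast strain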
CIT2 TOR yeast: modulators of CIT2-GFP expression in yeast, primary screen, S. cerevisiae, GFP fusion, multiplex flow cytometry, MLPCN library; 320,000 tested, 0.065% active; GFP response vs DMSO, % at 10 µM; S. cerevisiae CIT2-GFP strain, 3 h; 100 means same as DMSO wells; AID 2029, 2009;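 active means GFP response relative to DMSO above a set limit, near the screen mean plus 3 SD, cut at about 150% in these data; inconclusive means Fewer than 70 cells measured for a yeast strain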;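 further: ratio of well median GFP fluorescence to mean of DMSO wells on the plate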
VLA-4 inh: inhibition in human VLA-4 binding assay, primary screen, VLA-4 allosteric modulator project, MLPCN library, flow cytometry, VLA-4 expressing cells. ligand binding flow cytometry. inhibition, % (about 7 µM as worked out from the volumes in the protocol). 330,000 tested, 0.2% active; in the data active means inhibition above about 50%
AGP1-GFP MLPCN: modulators of AGP1-GFP expression in yeast TOR pathway, primary screen, cell-based, multiplex flow cytometry, S. cerevisiae, MLPCN library; 320,000 tested, 0.02% active; AID 2066, 2009; GFP response vs DMSO, % at 10 µM; 3 h; GFP as percent of DMSO wells;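 active means GFP response relative to DMSO above a set limit, near screen average plus 3 SD, cut at about 150% in these data; inconclusive means fewer than 70 cells counted for the yeast strain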;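 further: median GFP channel fluorescence of the gated AGP1 strain per well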
Yeast superoxide: reduction of superoxide in aged yeast, primary screen, HTS | S. cerevisiae aged cells, superoxide DHE fluorescence; active compounds read low | superoxide response (% of plate mean), % at 10 µM | 330,000 tested, 0.18% active | AID 2690, 2010;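 active means superoxide response under a set limit, about three screen SD below normal, cut at about 65% in these data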;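 further: yeast aged for seven days with compound at 30 °C before DHE staining; 100% = average MFI of all compound-treated wells on the plate with controls excluded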
RPL19A-GFP yeast: RPL19A-GFP expression modulators in yeast, primary screen, cell-based, S. cerevisiae, multiplex flow cytometry, MLPCN; S. cerevisiae RPL19A-GFP strain, 3 h; active compounds read low; AID 2025, 2009; 330,000 tested, 0.3% active; percent response vs DMSO, % at 10 µM;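 active means percent response vs DMSO below 50%; inconclusive means fewer than 70 events counted for the yeast strain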;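 further: median channel GFP fluorescence of the barcoded RPL19A-GFP strain; ratio of sample median GFP to plate DMSO average so 100% = DMSO; lower means less RPL19A-GFP as with rapamycin TOR inhibition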
GRK2 aptamer HTS: compounds blocking aptamer binding on GRK2 – biochemical, human GRK2, bead flow cytometry, HTS, primary screen; FAM-aptamer displacement from GRK2; 330,000 tested, 0.59% active; inhibition of aptamer binding, % at 10 µM; Beta-adrenergic receptor kinase 1 (Homo sapiens), P25098;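 active means inhibition of aptamer binding above 40%, roughly 3 SD of noise, on plates passing a quality check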;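 further: median bead fluorescence of bound FAM aptamer so fluorescent compounds give negative values; no value below 0 was filed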
Target sequence (P25098 whole entry, looked up): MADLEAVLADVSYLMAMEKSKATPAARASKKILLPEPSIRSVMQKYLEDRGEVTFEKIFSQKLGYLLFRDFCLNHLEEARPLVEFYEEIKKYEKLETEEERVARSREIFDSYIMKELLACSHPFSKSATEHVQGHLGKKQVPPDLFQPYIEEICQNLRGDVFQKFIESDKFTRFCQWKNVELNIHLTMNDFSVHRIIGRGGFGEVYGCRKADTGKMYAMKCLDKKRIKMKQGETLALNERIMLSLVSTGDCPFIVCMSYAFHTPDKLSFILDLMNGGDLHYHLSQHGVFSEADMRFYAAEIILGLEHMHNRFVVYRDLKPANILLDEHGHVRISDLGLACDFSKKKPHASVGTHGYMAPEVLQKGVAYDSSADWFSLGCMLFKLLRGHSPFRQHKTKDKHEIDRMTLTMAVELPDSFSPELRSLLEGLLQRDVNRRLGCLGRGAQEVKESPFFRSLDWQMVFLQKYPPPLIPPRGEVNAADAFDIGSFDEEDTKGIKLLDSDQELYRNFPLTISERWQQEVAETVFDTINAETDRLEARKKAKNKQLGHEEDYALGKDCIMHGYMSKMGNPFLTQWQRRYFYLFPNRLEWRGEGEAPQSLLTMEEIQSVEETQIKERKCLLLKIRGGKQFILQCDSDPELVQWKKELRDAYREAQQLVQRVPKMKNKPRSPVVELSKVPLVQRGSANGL
An asterisk follows results filed as active; ? = inconclusive; nt = no result given; & = joins results of further samples. A portion of the library; rates above refer to the full screens.

Field names – A = MEP2-GFP yeast; B = LAP4-GFP MLPCN; C = CIT2 TOR yeast; D = VLA-4 inh; E = AGP1-GFP MLPCN; F = Yeast superoxide; G = RPL19A-GFP yeast; H = GRK2 aptamer HTS
(1) C=Cn1ccnc1P(=S)(c1nccn1C=C)c1nccn1C=C
  A: 102; B: 100; C: 97; D: -1; E: 98; F: 111; G: 99; H: 1
(2) Cc1cc(Cl)ccc1C(=O)C1CCCN(Cc2ccon2)C1 (stereo not given)
  A: 103; B: 107; C: 102; D: 4; E: 101; F: 94; G: 101; H: 0
(3) COC(=O)C1=C(c2ccc(S(C)(=O)=O)cc2)C[C@@H]2CC[C@H]1N2C(=O)N1CCC(O)CC1
  A: 102; B: 117; C: 118; D: 38; E: 102; F: 90; G: 105; H: 0
(4) O=C1Nc2ccc(Br)cc2C(c2ccccc2Cl)=NC1O (stereo not given)
  A: 104; B: 103; C: 98; D: 32; E: 97; F: 119; G: 98; H: 0
(5) Cc1ccc(Cn2c(C)c3cnn(CC(=O)N4CCC5(CC4)OCCO5)c(=O)c3c2C)cc1
  A: 97; B: 101; C: 93; D: -5; E: 98; F: 95; G: 101; H: 0
(6) C=CCOC(=O)C1=C(C)OC(N)=C(C(=O)OCC)C12C(=O)N(CC(N)=O)c1ccccc12 (stereo not given)
  A: 101; B: 101; C: 107; D: 5; E: 106; F: 99; G: 103; H: 3
(7) Cc1cc(OCC(=O)N2CCC(C(=O)O)CC2)c2c3c(c(=O)oc2c1)CCC3
  A: 118; B: 106; C: 106; D: -14; E: 103; F: 79; G: 100; H: 3
(8) N=C1c2ccccc2CN1c1ccc(F)c([N+](=O)[O-])c1
  A: 103; B: 99; C: 104; D: 18; E: 96; F: 106; G: 104; H: 0
(9) O=C(N/N=C/c1c(O)n(Cc2ccccc2)c(=O)[nH]c1=O)c1ccccc1O
  A: 93; B: 89; C: 100; D: 5; E: 100; F: 109; G: 99; H: 4
(10) CC(C)CN(CC(C)C)c1ccc(C=C2C(=O)NC(=S)NC2=O)cc1[N+](=O)[O-]
  A: 97; B: 100; C: 95; D: 14; E: 97; F: 93; G: 93; H: 1
(11) O=c1c2ccccc2nc(-c2ccc([N+](=O)[O-])cc2)n1-c1ccccc1
  A: 105; B: 99; C: 103; D: -12; E: 102; F: 101; G: 104; H: 1
(12) Cc1ccc(N2C(=O)NC(=O)/C(=C\c3cc(C)n(-c4sc5c(c4C#N)CCCC5)c3C)C2=O)cc1
  A: 103; B: 74; C: 100; D: 3; E: 97; F: 93; G: 98; H: 2
(13) COc1cccc(CCNCc2cccc(C(F)(F)F)c2)c1
  A: 101; B: 104; C: 90; D: 7; E: 111; F: 115; G: 100; H: 0
(14) O=c1[nH]c(=S)n(C2CC2)c(O)c1/C=N/Nc1cccc2ccccc12
  A: 102; B: 93; C: 97; D: -70; E: 98; F: 92; G: 98; H: 2
(15) Oc1c(Br)cc(Br)cc1Br
  A: 146; B: 105; C: 95; D: 21; E: 101; F: 95; G: 106; H: 1
(16) CCCCN1C(=O)NC(=O)C2(Cc3cc(C)ccc3N(C)C2)C1=O (stereo not given)
  A: 98; B: 95; C: 88; D: 5; E: 91; F: 106; G: 100; H: 2
(17) NCCCC(=O)OC1N=C(c2ccccc2Cl)c2cc(Br)ccc2NC1=O (stereo not given)
  A: 93; B: 89; C: 93; D: 1; E: 87; F: 102; G: 89; H: 0
(18) O=C(c1ccc2c(c1)OCO2)C1CCCN(Cc2c(F)cccc2Cl)C1 (stereo not given)
  A: 101; B: 97; C: 98; D: 1; E: 99; F: 102; G: 106; H: 1
(19) COc1ccc(OC)c(C(O)C(C)N)c1 (stereo not given)
  A: 108; B: 99; C: 108; D: 23; E: 113; F: 93; G: 110; H: 0
(20) CCc1ccc(OCCCN=C(C)c2c(O)n(C)c(=O)n(C)c2=O)cc1
  A: 100; B: 114; C: 93; D: 1; E: 107; F: 97; G: 105; H: 0
(21) CN(C)C1C(=O)C(C(N)=O)=C(O)C2(O)C(=O)C3=C(O)c4c(O)cccc4C(C)(O)C3C(O)C12 (stereo not given)
  A: 89; B: 107; C: 106; D: 7; E: 91; F: 111; G: 98; H: 3
(22) CCC(=NCc1cc(OC)cc(OC)c1)c1c(O)n(C)c(=O)n(C)c1=O
  A: 107; B: 109; C: 103; D: -1; E: 99; F: 110; G: 99; H: 0
(23) O=C(CNS(=O)(=O)c1ccc(Br)s1)N1CCC2(CC1)OCCO2
  A: 102; B: 76; C: 109; D: -8; E: 99; F: 95; G: 95; H: 0
(24) COC(=O)C1=C(c2ccc(F)cc2OCc2ccccc2)C[C@@H]2CC[C@H]1N2C(=O)NC1CC1
  A: 113; B: 109; C: 101; D: -4; E: 105; F: 93; G: 104; H: 4
(25) NCC1(CC(=O)O)CCCCC1
  A: 94; B: 105; C: 85; D: -25; E: 90; F: 96; G: 99; H: 0
(26) N#Cc1ccc(NC(=O)CCNC(=O)c2ccco2)cc1Cl
  A: 100; B: 83; C: 89; D: 7; E: 99; F: 96; G: 98; H: 2
(27) CC(C)C(=O)c1cn(Cc2ccccc2C#N)c2ccccc12
  A: 118; B: 111; C: 116; D: -8; E: 109; F: 100; G: 105; H: 4
(28) Cn1ccnc1P(=S)(c1nccn1C)c1nccn1C
  A: 90; B: 93; C: 99; D: 1; E: 95; F: 86; G: 92; H: 1
(29) O=C(OC1CC2CCC(N2)C1C(=O)O)c1ccccc1 (stereo not given)
  A: 106; B: 106; C: 99; D: -6; E: 103; F: 100; G: 103; H: 1
(30) C[C@H]1C(=O)O[C@@H]2CCN3CC=C(COC(=O)[C@](C)(O)[C@]1(C)O)[C@H]23
  A: 100; B: 121; C: 90; D: 37; E: 88; F: 96; G: 100; H: 2

Profiles, quoted from the list. Values in the order: MEP2-GFP yeast	LAP4-GFP MLPCN	CIT2 TOR yeast	VLA-4 inh	AGP1-GFP MLPCN	Yeast superoxide	RPL19A-GFP yeast	GRK2 aptamer HTS
O=C(c1ccc2c(c1)OCO2)C1CCCN(Cc2c(F)cccc2Cl)C1 (stereo not given) across the screens: 101	97	98	1	99	102	106	1
COC(=O)C1=C(c2ccc(F)cc2OCc2ccccc2)C[C@@H]2CC[C@H]1N2C(=O)NC1CC1 across the screens: 113	109	101	-4	105	93	104	4
CCCCN1C(=O)NC(=O)C2(Cc3cc(C)ccc3N(C)C2)C1=O (stereo not given) across the screens: 98	95	88	5	91	106	100	2

The list goes on:
Field names – A = MEP2-GFP yeast; B = LAP4-GFP MLPCN; C = CIT2 TOR yeast; D = VLA-4 inh; E = AGP1-GFP MLPCN; F = Yeast superoxide; G = RPL19A-GFP yeast; H = GRK2 aptamer HTS
(31) COc1cc(/C=C/[N+](=O)[O-])ccc1OC(=O)c1cccnc1
  A: 91; B: 102; C: 94; D: 3; E: 80; F: 100; G: 102; H: 0
(32) COC(=O)C1=C(c2cccc(OCc3ccccc3)c2)C[C@@H]2CC[C@H]1N2C(=O)NCCc1ccc(F)cc1
  A: 100; B: 113; C: 104; D: 19; E: 113; F: 109; G: 110; H: 98*
(33) CC1CCCC(NC(=O)COC(=O)c2cn(C)c3ccccc23)C1C (stereo not given)
  A: 98; B: 93; C: 93; D: 0; E: 95; F: 95; G: 100; H: 0
(34) O=C(CCS(=O)(=O)c1ccc(Br)cc1)N1CCC2(CC1)OCCO2
  A: 102; B: 100; C: 105; D: 6; E: 107; F: 106; G: 104; H: 0
(35) Cc1cccc(N2C(=O)/C(=C/N3CCN(C(=O)c4ccco4)CC3)C(=O)NC2=S)c1
  A: 97; B: 102; C: 99; D: 14; E: 99; F: 99; G: 95; H: 2
(36) COc1ccc(CN2CCN(C(=O)Cc3ccccc3)CC2)cc1Br
  A: 96; B: 76; C: 100; D: 8; E: 93; F: 109; G: 105; H: 0
(37) CN1CCCC1C(O)(c1ccccc1)c1ccccc1 (stereo not given)
  A: 98; B: 88; C: nt; D: -2; E: 101; F: 82; G: 101; H: 0
(38) Cc1cccc(N2C(=O)NC(=O)/C(=C/c3ccc(N4CCOCC4)cc3)C2=O)c1
  A: 92; B: 95; C: 99; D: 2; E: 99; F: 89; G: 97; H: 0
(39) COc1ccn(C)c(=O)c1C#N
  A: 100; B: 100; C: 96; D: 12; E: 103; F: 85; G: 99; H: 0
(40) CCN(CC)C(=O)c1ccc(NC(=O)COC(=O)c2ccc(Cl)s2)cc1
  A: 102; B: 102; C: 82; D: 18; E: 100; F: 116; G: 97; H: 0
(41) c1ccc(CCNC2CCCCCC2)cc1
  A: 102; B: 86; C: 78; D: 11; E: 61; F: 140; G: 99; H: 0
(42) CCC(C)(C)n1nnnc1CN1CCC(n2c(C)nc3cc(C(F)(F)F)ccc32)CC1
  A: 98; B: 92; C: 106; D: -7; E: 91; F: 122; G: 94; H: 0
(43) CCCC1(CCC)C(=O)NC(=Nc2ccc(C)cc2)NC1=O
  A: 96; B: 94; C: 99; D: 8; E: 99; F: 79; G: 103; H: 2
(44) COc1ccc(CNCCc2c[nH]c3ccccc23)c(OC)c1OC
  A: 108; B: 100; C: 109; D: 2; E: 104; F: 105; G: 103; H: 0
(45) CCOc1cccc(=NC2CCCCC2)c2c(C)[nH]c(C)c12
  A: 103; B: 114; C: 103; D: 1; E: 118; F: 111; G: 105; H: 1
(46) O=C(c1cc(F)ccc1F)C1CCCN(Cc2cc(Cl)ccc2O)C1 (stereo not given)
  A: 110; B: 105; C: 103; D: 3; E: 104; F: 93; G: 107; H: 1
(47) NC(=O)c1ccc(C(=O)Nc2ccc([As](=O)(O)O)cc2)cc1
  A: 108; B: 100; C: 105; D: 10; E: 101; F: 112; G: 103; H: 0
(48) O=c1c2ccccc2nc(-c2ccccc2)n1-c1cccc(O)c1
  A: 103; B: 104; C: 98; D: 17; E: 107; F: 136; G: 98; H: 0
(49) O=C1NCCN2CCCC12 (stereo not given)
  A: 106; B: 104; C: 86; D: 2; E: 94; F: 93; G: 99; H: 1
(50) COc1ccccc1-n1c(Cc2ccccc2)nc2ccccc2c1=O
  A: 102; B: 93; C: 99; D: 14; E: 99; F: 104; G: 102; H: 0
(51) Cc1cc(N=Nc2ccccc2C)ccc1N
  A: 93; B: 138; C: 78; D: -8; E: 88; F: 96; G: 87; H: 1
(52) COc1ccc(CCNCc2ccc(F)cc2)cc1OC
  A: 103; B: 95; C: 96; D: -3; E: 97; F: 89; G: 97; H: 0
(53) CCCNS(=O)(=O)c1ccc(OCC(=O)N2CCN(Cc3ccc4c(c3)OCO4)CC2)c(C)c1
  A: 86; B: 90; C: 91; D: 0; E: 104; F: 94; G: 92; H: 0
(54) CC(=O)OC1C2CCCC1C(N1CCCC1)CC2 (stereo not given)
  A: ?; B: ?; C: 95&85; D: 0&8; E: ?; F: 92&119; G: 92&89; H: 0&0
(55) CCOC(=O)c1c(N)n(CCCOC(=O)c2ccco2)c2nc3ccccc3nc12
  A: 92; B: 95; C: 97; D: 14; E: 100; F: 154; G: nt; H: 0
